CHT allo act = allosterically activates the human high affinity choline transporter; Q9GZV3; hit rate 0.49% among 310,000; CHT-expressing cells, membrane potential dye, choline EC20; hits give high values; LV-AA mutant CHT in HEK293 cells; AID 488977; B-score at 10 µM;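 active = initial fluorescence not abnormally high and integrated response B-score, plate-corrected, over 3 SD above library mean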
Target sequence (Q9GZV3 whole entry, looked up): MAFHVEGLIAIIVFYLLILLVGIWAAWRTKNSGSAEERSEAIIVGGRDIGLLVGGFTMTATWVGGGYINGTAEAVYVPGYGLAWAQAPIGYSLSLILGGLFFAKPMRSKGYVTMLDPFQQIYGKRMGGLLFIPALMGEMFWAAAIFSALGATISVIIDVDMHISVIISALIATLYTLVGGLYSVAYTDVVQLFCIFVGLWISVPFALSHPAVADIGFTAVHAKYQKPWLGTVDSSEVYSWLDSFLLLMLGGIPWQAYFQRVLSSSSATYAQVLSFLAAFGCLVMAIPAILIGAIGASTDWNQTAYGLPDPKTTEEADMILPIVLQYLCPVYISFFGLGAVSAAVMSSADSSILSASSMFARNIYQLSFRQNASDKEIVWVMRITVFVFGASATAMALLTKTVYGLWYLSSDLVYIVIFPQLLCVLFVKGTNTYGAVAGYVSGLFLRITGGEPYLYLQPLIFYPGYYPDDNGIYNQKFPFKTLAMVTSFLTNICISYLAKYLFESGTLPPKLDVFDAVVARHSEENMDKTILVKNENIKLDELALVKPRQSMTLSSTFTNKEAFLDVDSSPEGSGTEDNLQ
OX1R antag-1 = antagonists of human orexin 1 receptor. CHO/OX1R cells, Fluo-8 calcium fluorescence, orexin A. inhibition, % at 5 µM. hit rate 0.43% among 330,000. AID 434989. O43613;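 active = inhibition above its plate's threshold, mean inhibition of all tested compounds on the plate plus 3 SD, cut at about 37% in these data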;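 note: 0% = orexin A challenge wells and 100% = SB-334867-A antagonist wells; not every result past the cut was called active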
Target sequence (O43613 whole entry, looked up): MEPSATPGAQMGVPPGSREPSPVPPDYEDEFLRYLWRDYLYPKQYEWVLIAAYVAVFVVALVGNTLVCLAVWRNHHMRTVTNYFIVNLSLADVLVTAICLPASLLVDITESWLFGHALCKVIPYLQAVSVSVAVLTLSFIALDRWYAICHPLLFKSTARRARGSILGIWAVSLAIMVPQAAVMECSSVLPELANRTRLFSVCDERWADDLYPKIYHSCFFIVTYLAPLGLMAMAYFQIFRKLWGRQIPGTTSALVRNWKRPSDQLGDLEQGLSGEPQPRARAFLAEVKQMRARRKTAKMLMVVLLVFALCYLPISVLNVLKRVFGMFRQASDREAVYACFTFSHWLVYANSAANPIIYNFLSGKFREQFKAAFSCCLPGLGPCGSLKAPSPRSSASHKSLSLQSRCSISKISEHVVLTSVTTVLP
OX1R antag-2 = OX1R (human) antagonism; AID 485270; OX1R-expressing cells, FRET antagonist read-out; hit rate 1.8% among 330,000; inhibition, % at 6.6 µM; in the data active = inhibition mostly above about 38%, no sharp cut-off; inactive = mostly below about 40%;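 note: 0% = agonist challenge alone and 100% = reference antagonist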
* marks the source's active call; other numbers are inactive results; i = inactive; nt = no result given. Rows are unselected; any-hit rate near 2.5%.

Values run as follows: CHT allo act | OX1R antag-1 | OX1R antag-2
> CCN1C(=O)[C@H]2[C@@H](c3ccc(SC4CCCCC4)cc3)N3CCCC[C@@]3(C(=O)OC)[C@H]2C1=O
    i | -11 | 8
> COc1ccccc1CCNC(=O)C(=O)NCC1CCCN1S(=O)(=O)c1ccccc1 (stereo unspecified)
    i | 20 | 49*
> C1CCc2c(nc3nnnn3c2NCC2CC2)C1
    i | 0 | 5
> COc1ccc(Cc2nnc(SCC(=O)Nc3ncc(C)s3)o2)cc1
    i | 0 | 16
> Cc1ccccc1S(=O)(=O)Cc1ccc(C(=O)NCc2ccc(F)cc2)o1
    i | -14 | 3
> Cc1ccc(OCC(=O)Oc2ccc(C)c(C)c2)cc1
    i | 0 | -5
> CCCCC(=O)NC(=S)Nc1ccc(NC(=O)C(C)C)c(OC)c1
    i | -23 | 29
> Cc1cccc(NC(=O)CSc2nnc(C)c(C)n2)c1
    i | -6 | 13
> Cn1cc(CN2CCC(n3nccc3NC(=O)c3ccccc3Cl)CC2)cn1
    i | 1 | 20
> COc1ccc2c(c1)sc(N)[n+]2Cc1cc(C)cc2cccnc12
    9.6* | -3 | 16
> O=C(NC1CCCC1)C(c1ccccc1)N(C(=O)c1csnn1)C1CCCC1 (stereo unspecified)
    i | -29 | 9
> Cc1cc(C(=O)NC(Cc2ccccc2)C(=O)O)c(C)o1 (stereo unspecified)
    i | -4 | 5
> COc1cc(NC(=O)c2cc(Cl)ccc2Cl)ccc1-c1cc2ccccc2oc1=O
    i | -16 | 14
> CC1CCCN(CCOCCOc2ccccc2-c2ccccc2)C1 (stereo unspecified)
    i | -23 | 3
> Cn1nccc1C(=O)NC1CCCc2c1cnn2-c1ccccc1F (stereo unspecified)
    i | 8 | 26
> Cc1cc(C(F)(F)F)c2sc(N)nc2n1
    i | -13 | 28
> COc1cccc(NC(=O)CCC2CCN(C(=O)c3cncs3)CC2)c1
    i | -9 | 11
> CC1(C)C/C(=N\O)C(C(O)c2cccc([N+](=O)[O-])c2)C(C)(C)N1 (stereo unspecified)
    i | -9 | 10
> Cc1cccc(C(C(=O)NC2CCCC2)N(C(=O)c2csnn2)C2CC2)c1 (stereo unspecified)
    i | -35 | 16
> O=c1c2ccccc2nnn1CSc1nc2sc3c(c2c(=O)n1CC1CCCO1)CCC3 (stereo unspecified)
    i | -20 | 8

Some values from the list.
COc1ccc2c(c1)sc(N)[n+]2Cc1cc(C)cc2cccnc12 @ CHT allo act = 9.6*
Cc1ccc(OCC(=O)Oc2ccc(C)c(C)c2)cc1 @ OX1R antag-2 = -5
COc1ccc(Cc2nnc(SCC(=O)Nc3ncc(C)s3)o2)cc1 @ OX1R antag-2 = 16
O=c1c2ccccc2nnn1CSc1nc2sc3c(c2c(=O)n1CC1CCCO1)CCC3 (stereo unspecified) @ OX1R antag-1 = -20
COc1cccc(NC(=O)CCC2CCN(C(=O)c3cncs3)CC2)c1 @ OX1R antag-2 = 11
Cc1cc(C(=O)NC(Cc2ccccc2)C(=O)O)c(C)o1 (stereo unspecified) @ OX1R antag-1 = -4

More results.
Values run as follows: CHT allo act | OX1R antag-1 | OX1R antag-2
> CCCN(C(=O)CSc1nnnn1C)c1c(N)n(Cc2ccccc2)c(=O)[nH]c1=O
    i | -9 | 12
> COc1ccc(S(=O)(=O)N2CCN(CC(=O)Nc3cc(Cl)ccc3Cl)CC2)cc1
    nt | -7 | 2
> COc1ccc(SC[C@H](C)CN2CC[C@H](NC(=O)OCc3ccccc3)CCC2=O)cc1
    nt | 15 | 12
> O=c1[nH]c(=S)n(-c2ccc(Br)cc2)c2ncccc12
    i | -7 | 20
> Cc1ccc(Nc2cc(C)nc3nc(C)nn23)cc1
    i | -3 | 8
> COc1ccc(Br)cc1CN1CCN(C(=O)c2ccco2)CC1
    i | -24 | 5
> CCC(C)(C)n1nnnc1C(c1cccc(C#N)c1)N1CCN(c2cccc(C)c2C)CC1 (stereo unspecified)
    i | -16 | -1
> COc1ccccc1CNC(=O)CCn1c(=O)[nH]c2ccsc2c1=O
    i | -2 | 0
> CC1CC(=O)Nc2cc([N+](=O)[O-])ccc2N1 (stereo unspecified)
    i | -7 | 29
> CC(Nc1ccc2c(c1)OCCO2)C(=O)Nc1ccc2c(c1)OCO2 (stereo unspecified)
    i | -10 | 12
> O=C(CCC1CCCN(C(=O)C2=CCCC2)C1)N1CCN(c2ccccn2)CC1 (stereo unspecified)
    i | -37 | 10
> CC1CCCC(C)N1C(=O)Cn1cnc2cc([N+](=O)[O-])ccc2c1=O (stereo unspecified)
    i | -13 | 114*
> Cn1nnnc1SCC(=O)Nc1ccc(Cl)c(S(=O)(=O)N2CCOCC2)c1
    i | -11 | 3
> O=S(=O)(Nc1ccc(-n2cccc2)cc1)c1ccc(Cl)cc1Cl
    i | -22 | 5
> CCn1c(SCC(=O)NC2CC2)nnc1-c1csc(C)c1
    i | -1 | 8
> CC1Oc2ccccc2OC1(O)c1ccc2ccccc2n1 (stereo unspecified)
    i | -10 | 25
> CCCNC(=S)NC1CC2CCCC(C1)N2Cc1ccc(F)cc1 (stereo unspecified)
    i | -30 | 6
> COc1ccc(CC(=O)OCC(=O)NC(=O)NC2CCCC2)cc1
    nt | -10 | -4
> O=C(COC(=O)c1ccc(S(=O)(=O)N2CCCC2)cc1)Nc1cccc(F)c1
    nt | 3 | -2
> O=C1C2C3c4ccccc4C(c4ccccc43)[C@@H]2C(=O)N1c1ccccn1 (stereo partly specified)
    i | -17 | 1

Two compounds from above with just CHT allo act:
smiles | CHT allo act
O=C1C2C3c4ccccc4C(c4ccccc43)[C@@H]2C(=O)N1c1ccccn1 (stereo partly specified) | i
CCn1c(SCC(=O)NC2CC2)nnc1-c1csc(C)c1 | i

(further entries)
Values run as follows: CHT allo act | OX1R antag-1 | OX1R antag-2
> CC(C)c1ccc(NC(=O)CN(Cc2ccccc2)S(C)(=O)=O)cc1
    i | -13 | 14
> CC1=NN(c2ccccc2)C(=O)/C1=C/c1c(O)n(-c2ccc(F)cc2)[nH]c1=O
    i | -5 | 54
> COc1ccc(CN(C)S(=O)(=O)c2nnc(NC(=O)c3ccccc3Br)s2)cc1
    i | -16 | 33
> Cc1ccc(C)c(CN2C(=O)COc3ccc(C(=O)c4ccccc4C(=O)O)cc32)c1
    i | -40 | 10
> CC1CCc2nc(NC(=O)Nc3ccc4c(c3)OCO4)sc2C1 (stereo unspecified)
    i | 5 | 24
> C=CCS/C(=N\n1cnc2ccccc2c1=O)N(CC)CC
    i | -19 | 17
> O=C(CN1CCN(S(=O)(=O)c2ccccc2F)CC1)NCC1(N2CCOCC2)CCCCC1
    nt | -25 | 3
> O=C(Nc1cccnc1)Nc1ccc(F)c(Cl)c1
    i | 12 | 7
> Cc1nc(C)c(/C(O)=C\c2nc3ccc([N+](=O)[O-])cc3oc2=O)o1
    i | 4 | 15
> CCOc1ccc(N2C(=O)CC(Sc3n[nH]c(-c4ccccc4)n3)C2=O)cc1 (stereo unspecified)
    i | -34 | 4
> O=C(COc1ccccc1)N1CCN=C1SCc1ccccc1F
    i | -18 | 18
> C=CCOc1nc(-c2ccncc2)nc2ccccc12
    i | -30 | 44
> N=C1/C(=C\c2ccc(Br)o2)C(=O)N=C2SC(CC(=O)N3CCCCC3)=NN12
    i | -3 | 6
> O=C(CN1C(=O)COc2ccccc21)c1cccc(Cl)c1
    i | -27 | 15
> CCOCCCN1CC(C(=O)NCc2ccc3c(c2)OCO3)CC1=O (stereo unspecified)
    i | -15 | -2
> CCC/C(C#CCCN1C(=O)c2ccccc2C1=O)=C1/c2ccccc2C(=O)N1c1ccccc1
    nt | 17 | 25
> COc1ccccc1CNC(=O)C1CCCN(S(=O)(=O)c2c(C)[nH]c(=O)[nH]c2=O)C1 (stereo unspecified)
    i | -16 | 1
> Cc1ccc(C)c(S(=O)(=O)N2CCN(C(=O)CCC(=O)NCc3ccc(Cl)cc3)CC2)c1
    nt | -6 | 0
> C[C@@H]1CC=C[C@H]2[C@H]1C(=O)N(Cc1ccccc1)[C@H]2c1ccc2ccccc2c1
    i | -11 | 51
> COc1cc(OC)cc(C(=O)NNC(=O)CN2C(=O)NC(C)(c3ccccc3)C2=O)c1 (stereo unspecified)
    i | -13 | 10
> CN(C)S(=O)(=O)c1ccc(C(=O)NCC(=O)Nc2ccc(F)c(F)c2)cc1
    i | -18 | -2
> Cn1nnnc1SCC(=O)c1ccco1
    i | 6 | 24
> O=S1OC(c2ccccc2)c2cc(Cl)ccc21 (stereo unspecified)
    i | -15 | 22
> Cc1ccc(CSC2=Nc3sccc3C3=NC(=O)CN23)cc1
    i | -31 | 11
> CCC(CC)C(=O)Nc1c2c(nn1-c1ccc(OC)cc1)CS(=O)(=O)C2
    i | -15 | 12
> CC(=O)OCc1c(C(F)(F)F)nn(C)c1Sc1ccccc1
    i | -18 | 10
> CCCCCCCC(=O)Nc1ccc(C(=O)N/N=C/c2cccc([N+](=O)[O-])c2)cc1
    i | -13 | 10
> CCOc1ccccc1-n1c(SCC(=O)Nc2ccc(CC)cc2)nc2n[nH]c(C)c2c1=N
    i | -9 | 9
> O=C(C1CCC(CNc2c(N3CCCCC3)c(=O)c2=O)CC1)N1CCCC1 (stereo unspecified)
    i | 6 | 2
> CCc1nc(OCC(=O)c2ccccc2)c(C#N)c2c1COC(C)(C)C2
    i | -32 | 27
> C=C(C)COc1ccc(-c2n[nH]c(C)c2-c2ccccc2OC)c(O)c1
    i | -13 | 36
> CCOC(=O)N1CCC(Nc2c(NCCN3CCN(c4cccc(Cl)c4)CC3)c(=O)c2=O)CC1
    i | -7 | 13
> COc1ccc([N+](=O)[O-])cc1/C=N/NC(=O)Cc1ccccc1
    i | -13 | 21
> COc1ccc(C(=O)OCC(=O)c2cc(OC)ccc2OC)c(OC)c1
    i | -4 | 13
> CS/C(=N\S(=O)(=O)c1cccs1)NC(=O)CSc1nc2ccccc2s1
    i | -5 | 38
> COc1ccccc1CN(Cc1nc2ccccc2c(=O)[nH]1)C(=O)Nc1ccc(C)cc1
    i | -38 | 20
> Cc1ccc(S(=O)(=O)N(C)C)cc1NC(=O)COC(=O)/C=C/c1cccs1
    i | -30 | 14
> O=C(O)c1cc(O)ccc1NC(=O)C1CCCO1 (stereo unspecified)
    i | 6 | 8
> Cc1c(NC(=O)c2c(F)cccc2F)c(=O)n(-c2ccccc2)n1C
    i | -1 | 14
> Cc1cc(C)cc(NC(=O)COC(=O)COc2ccc(N(C)S(=O)(=O)c3cccs3)cc2)c1
    nt | 13 | 15
> COc1ccccc1N1CCN(c2ccc(-c3ccccc3)nn2)CC1
    i | -16 | 4
> O=C(c1cc2sccc2n1Cc1ccccc1)N1CCCc2ccccc21
    i | -27 | 17
> COc1ccc(C2N(C(=O)C(F)(F)F)C(C)CN2S(=O)(=O)c2ccc(C)cc2)cc1 (stereo unspecified)
    i | -21 | 21
> Cc1cc(C)cc(N)c1
    nt | -13 | 5
> O=C(CN1C(=O)CSc2ccc(S(=O)(=O)N3CCOCC3)cc21)NCc1cccnc1
    i | -10 | 10
> CN1CCC(=NNC(=O)CN(c2ccccc2)S(=O)(=O)c2ccccc2)CC1
    i | -16 | 15
> CCCC(=O)Nc1ccc(Cc2ccc(NC(=O)CCC)c(C(=O)O)c2)cc1C(=O)O
    i | -28 | 6
> COc1ccc(S(=O)(=O)Nc2ccc(N3CCOCC3)cc2)cc1Br
    i | -21 | 8
> O=S(=O)(NCc1ccco1)N1CCCCCC1
    i | 0 | 8
> CC(=O)NC(CC(=O)OCC(=O)c1c(N)n(CC(C)C)c(=O)n(C)c1=O)c1ccccc1 (stereo unspecified)
    i | -12 | 13

(listing goes on)
Values run as follows: CHT allo act | OX1R antag-1 | OX1R antag-2
> CN1C(=O)C2(OCC(COc3ccc(Cl)cc3)O2)c2ccccc21 (stereo unspecified)
    i | -30 | 8
> Cc1cccc(N2CCN(CCNC(=O)c3cc4c(s3)CS(=O)(=O)C4)CC2)c1C
    i | -26 | 5
> O=C(COC(=O)c1ccco1)NC1CCCC1
    i | 6 | 4
> O=C(O)c1cc2ccc3cccc4ccc(c1)c2c34
    i | 2 | 4
> O=C(O)c1ccc[nH]c1=S
    i | -14 | 7
> Cc1[nH]c2ccccc2c1C(c1ccccn1)N1CCCC1 (stereo unspecified)
    i | -10 | -2
> CCn1nc(C)cc1C(=O)NC1CC(C)(C)Cc2c1cnn2-c1cccc(F)c1 (stereo unspecified)
    i | -31 | 45
> CCC(CO)Oc1cc(NCc2ccccc2Cl)c2ncn(C(C)C)c2c1 (stereo unspecified)
    nt | -17 | 10
> S=C(NC1CCCCC1)NC1CC2CCC(C1)N2Cc1ccccc1 (stereo unspecified)
    i | -27 | 17
> Cc1nn(C)c(Cl)c1C(=O)NCC(=O)O
    i | -18 | 30
> O=C(CCNS(=O)(=O)c1cccc2nsnc12)NCc1ccco1
    i | -41 | 122*
> Cc1ccc2[nH]c(=O)c(CN(C)C(=O)c3ccccn3)cc2c1
    i | -16 | 5
> Cc1ccc(N2CC(C(=O)Nc3cc(C(F)(F)F)ccc3N3CCCC3)CC2=O)cc1 (stereo unspecified)
    i | -28 | 26
> O=C(CCCCCN1C(=O)c2ccccc2C1=O)Nc1ccc2c(c1)OCCO2
    i | -22 | 16
> COc1cc(NC(=O)CN2CCCCC2C)c(C)cc1[N+](=O)[O-] (stereo unspecified)
    i | -21 | 9
> CC(C)(C)c1csc(Sc2ccc([N+](=O)[O-])cn2)n1
    i | -11 | 13
> Cc1cc(NC(c2cccnc2)c2ccc3cccnc3c2O)no1 (stereo unspecified)
    i | -30 | 22
> Cc1ccccc1OCC(=O)Nc1nnc(S(=O)(=O)N2CCCC2)s1
    i | -15 | 8
> CS(=O)(=O)N1CCC(Oc2ccccc2C(=O)N2CCCCC2CO)CC1 (stereo unspecified)
    i | -26 | 15
> CCOc1ccc(S(=O)(=O)NCCC(=O)NCCOc2ccccc2OC)cc1
    i | -27 | 17
> CCCn1c(N)c(C(=O)CSc2nc3ncc(Cl)cc3[nH]2)c(=O)n(C)c1=O
    nt | -15 | 5
